E-sel inducer = E-selectin induction in HUVECs, primary screen, imaging, HUVEC, immunofluorescence imaging, single point | P16581 | normalized: neutral wells 0, TNF-alpha wells 100 | activation, % at 7.58 µM | 260,000 tested, 0.37% active | AID 686992, 2013;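 active = mean E-selectin-positive cell signal at least 10% of the positive control, reached in at least 60% of replicates, without over 20% cell loss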;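 also: in these data hits start at about 27%; measured in HUVEC primary endothelial cells; signal is the percent of cells scored E-selectin positive by PE staining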
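Test system: HUVEC | Signal: Immunofluorescence imaging | Read-out: Percent E-selectin-positive cells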
S100A4 MyoIIA = inhibitors of S100A4-myosin IIA peptide binding, primary screen, biochemical, fluorescence polarization, TAMRA-MyoIIA peptide; 360,000 tested, 0.14% active; inhibition, % at 10.7 µM;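 active = mean inhibition of at least 70% across replicates, with every replicate also reaching that level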
Target sequence (P26447 whole entry, looked up): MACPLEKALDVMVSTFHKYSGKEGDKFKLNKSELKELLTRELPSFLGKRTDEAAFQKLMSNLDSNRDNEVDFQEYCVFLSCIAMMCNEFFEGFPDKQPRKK
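Material: S100A4 monomer protein | Medium: HEPES pH 7.2 with CaCl2, KCl, NaCl, DTT, Triton | Reagent: Labelled myosin peptide probe, 5 nM | Doses: One dose per compound | Times: 5 min incubation before reading | Benchmarks: Neutral control DMSO, positive control TFP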
FN deposit inh = inhibitors of fibronectin matrix deposition, primary screen, AH1F cells, Alexa488-fibronectin fluorescence, plate reader. AH1F fibroblasts, overnight. inhibition, % at 12.6 µM. 350,000 tested, 0.086% active. AID 743247, 2014;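 active = mean inhibition across replicates of 30% or more, regardless of how many single replicates reach that level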;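 also: positive control wells lacked labelled fibronectin entirely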
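Schedule: 1 h cell adhesion before compound, then overnight fibronectin incubation; test system: AH1F fibroblast monolayer depositing Alexa488-labelled fibronectin into matrix; quantity: 10000 AH1F cells per well; probe or stimulus: fluorescent fibronectin at 24 nM final; signal: fluorescence, ex 485 nm, em 525 nm; evaluation: percent inhibition as loss of matrix-bound fibronectin fluorescence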
esBAF inh = Bmi1 luciferase reporter increase in mESCs, primary screen, esBAF inhibitor project, mouse ES cells, Bmi1 luciferase knock-in, single point. 24 h; 100% = twice the neutral-well signal. reporter increase, % at 12.5 µM. 350,000 tested, 2% active; in the data active = activation above about 40%;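 also: 0% = median of the plate's neutral control wells and 100% = double that signal; a rise in the Bmi1 reporter signal indicates esBAF inhibition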
RAD54 inh = inhibitors of human RAD54 branch migration, primary screen, biochemical, fluorescence, single point; DNA repair and recombination protein RAD54-like (Homo sapiens), Q92698; RAD54 Holliday junction branch migration, FAM/BHQ fluorescence; inhibition, % at 10.4 µM; 360,000 tested, 0.14% active; AID 602329, 2012;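 active = mean normalized replicate activity at least 40 and at least half of replicates scoring 40 or more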;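 also: 0% = median of neutral control wells and 100% = median of positive control wells; inhibitors cause a drop in the FAM fluorescence signal; in these data hits start at about 50%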
Target sequence (Q92698 whole entry, looked up): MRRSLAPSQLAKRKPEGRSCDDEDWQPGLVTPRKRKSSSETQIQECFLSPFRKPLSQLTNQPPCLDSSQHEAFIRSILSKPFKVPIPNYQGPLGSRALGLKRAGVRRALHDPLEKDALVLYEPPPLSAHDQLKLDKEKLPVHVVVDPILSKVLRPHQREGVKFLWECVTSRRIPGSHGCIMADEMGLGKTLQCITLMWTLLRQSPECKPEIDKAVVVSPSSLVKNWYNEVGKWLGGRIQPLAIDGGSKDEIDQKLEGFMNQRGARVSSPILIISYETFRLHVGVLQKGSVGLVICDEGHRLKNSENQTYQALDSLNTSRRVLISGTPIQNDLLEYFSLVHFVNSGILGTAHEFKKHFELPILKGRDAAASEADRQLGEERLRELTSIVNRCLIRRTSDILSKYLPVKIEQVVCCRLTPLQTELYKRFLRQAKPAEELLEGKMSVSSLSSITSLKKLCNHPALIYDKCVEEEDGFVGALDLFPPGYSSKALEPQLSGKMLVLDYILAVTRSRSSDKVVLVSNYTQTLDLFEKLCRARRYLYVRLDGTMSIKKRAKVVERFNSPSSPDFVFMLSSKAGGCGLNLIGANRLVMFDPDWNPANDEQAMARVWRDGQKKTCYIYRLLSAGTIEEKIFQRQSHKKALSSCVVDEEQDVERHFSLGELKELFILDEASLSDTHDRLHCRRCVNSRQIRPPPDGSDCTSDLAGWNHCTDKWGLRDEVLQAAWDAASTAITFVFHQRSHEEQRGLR
Xi reactivation = activators of inactive X chromosome reactivation, primary screen, imaging, XiGFP fibroblasts, GFP high-content imaging, set 2; XiGFP mouse fibroblasts, % GFP-positive cells imaging, 3 d; cells co-treated with 5-aza-dC sensitizer; scaled so ellipticine positive control = 100%; activation, % at 7.58 µM; 360,000 tested, 0.055% active;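 active = mean normalized replicate activation at least 10% and every replicate at or above 10%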;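 also: 0% = median of on-plate neutral control wells and 100% = ellipticine 6 µM median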
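Material: SV40-immortalized XiGFP fibroblast cells, line 68-5-11 | Buffer or medium: DMEM containing 5-aza-dC | Dosing: One concentration, pinned | Times: 3 d treatment, 15 min room-temperature fixation | Controls: Ellipticine 6 µM positive control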
RAD52 anneal inh = RAD52 DNA annealing inhibitors, primary screen, biochemical, FRET, single point, set 2. AID 651710, 2012. 360,000 tested, 0.46% active. recombinant RAD52 DNA annealing, FRET fluorescence. inhibition, % at 18.7 µM. DNA repair protein RAD52 homolog (Homo sapiens), P43351;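 active = every replicate showing at least 50% inhibition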
EWS-Fli block = EWS/Fli-driven NR0B1 reporter inhibitors, primary screen, A673 cells, NR0B1 luciferase, luminescence, MLPCN library; viability-normalised; inhibition, % at 12.6 µM; 350,000 tested, 0.67% active;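 active = mean inhibition of at least 50% after viability correction, with every replicate also passing that limit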;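 also: firefly luciferase signal divided by Alamar Blue viability fluorescence both relative to DMSO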
* hit, by the source's call; · = not tested or not shown.

compound,E-sel inducer,S100A4 MyoIIA,FN deposit inh,esBAF inh,RAD54 inh,Xi reactivation,RAD52 anneal inh,EWS-Fli block
CCN(C[C@@H]1[C@@H](c2ccccc2)[C@@H](CO)N1C(=O)C1CC1)C(=O)NC1CCCC1,0.6,5,·,5,-1,0.4,-9,8
CC1=CC(C)(C)N(C(=O)CSc2nnc(-c3ccccc3)o2)c2ccc(C)cc21,·,-1,·,-5,·,·,-13,11
Cc1cc(C)c(C#N)c(Oc2ccc(O)cc2)n1,0.4,-1,25,-3,5,0.2,-10,-4
CCc1nc(SCC(=O)c2cccc([N+](=O)[O-])c2)n[nH]1,0.2,-1,1,·,·,0.0,-8,-10
CO[C@@H]1CN(C)C(=O)c2ccc(NC(=O)C3CC3)cc2OC[C@@H](C)N(CCC(F)(F)F)C[C@@H]1C,0.2,0,2,-7,-1,-0.6,16,-4
COc1ccc(S(=O)(=O)N[C@@H]2C=C[C@@H](CC(=O)N3CCc4ccccc4C3)O[C@H]2CO)cc1,-0.1,1,0,-1,4,0.1,-8,-68
COc1cc(/C=N/NC(=O)Cc2ccccc2)cc(OC)c1OC,2.2,-1,-1,-5,-5,0.2,2,0
COc1cc(NC(=O)c2c(-c3ccccc3Cl)noc2C)c2ncccc2c1,-0.1,11,2,-14,2,-0.2,0,10
CCCOc1ccc(C(=O)Nc2c[nH]c(=O)[nH]c2=O)cc1,-1.5,1,4,·,2,0.0,-12,-20
N#Cc1cccc(-c2ccc([C@@H]3[C@H](CO)N4CCCCN(C(=O)Nc5ccc(F)cc5)C[C@@H]34)cc2)c1,-0.3,·,·,·,2,0.3,6,2
COc1ccc(/C=C2/SC(=O)N(CCCCCC(=O)Nc3ccccc3C(=O)O)C2=S)cc1,0.0,3,-1,-51,0,0.0,-43,55*
CCOc1ccc(CCNC(=O)C2CCN(S(=O)(=O)N3CCCCC3)CC2)cc1OCC,·,-4,5,·,·,-0.1,-5,4
C[C@@H]1CN([C@@H](C)CO)C(=O)c2cccc(NC(=O)c3ccc(-c4nccs4)cc3)c2O[C@@H]1CN(C)S(=O)(=O)c1ccccc1,-0.4,-20,·,-2,1,-0.7,-6,-15
Cc1ccc(S(=O)(=O)Nc2ccc3c(c2)C(=O)N([C@@H](C)CO)C[C@@H](C)[C@H](CN(C)C(=O)Nc2ccc(F)cc2)O3)cc1,-0.2,12,·,7,13,0.3,1,9
Cc1ccc(C)n1-c1ccc(C(=O)NN=C2CCCC2)cc1,0.5,-4,-2,-6,10,-0.1,-15,-6
CCCC(=O)Nc1ccc2c(c1)OC[C@H](C)N(Cc1cccc(F)c1)C[C@@H](C)[C@@H](OC)CN(C)C2=O,0.7,0,6,-3,-7,0.2,-3,-8
CCN(CC(=O)Nc1ccc2c(c1)OCCO2)C(=O)C1CC(=O)N(c2ccc(OC)cc2OC)C1 (configuration not stated),-0.9,35,1,1,-5,-0.1,7,-3
CC(C)c1cn(CC[C@@H]2CC[C@@H](NS(=O)(=O)c3ccccc3)[C@@H](CO)O2)nn1,-0.1,-9,·,0,8,-0.1,-4,0
OC(c1ccc(CN2CCCCC2)cc1)c1ncc(-c2ccccc2F)[nH]1 (configuration not stated),1.6,0,-9,-2,1,0.0,-2,-12
O=S(=O)(N[C@H]1CC[C@@H](CCn2cc(-c3cccc(F)c3)nn2)O[C@@H]1CO)c1ccccc1,-1.2,4,·,10,-1,-0.4,-7,15
Cc1ccc(Cn2cnc3c(cnn3C(C)(C)C)c2=O)cc1,7.1,-2,7,-4,·,0.0,-3,16
O=C(CN1c2cccc3cccc(c23)S1(=O)=O)NCCc1ccc(F)cc1,·,-3,-17,-3,-3,0.0,-22,1
O=C(NCc1ccc2c(c1)OCO2)C1CCN(c2nccc(C(F)(F)F)n2)CC1,3.1,1,5,-12,-13,0.3,-4,-3
CSc1ccccc1OCc1cc(C(=O)NCC(C)Oc2cccnc2)no1 (configuration not stated),0.0,-6,1,28,-5,9.7,-36,-31
Cc1cccc(/C=N/NC(=O)c2cc(Br)ccc2O)n1,0.3,5,2,27,-2,0.1,-5,-12
N/C(=N\OC(=O)c1ccc2ccccc2c1)c1ccccn1,·,-3,0,-86,2,0.0,-3,80*
CCN(CC(=O)N1CCOCC1)S(=O)(=O)c1ccccc1,·,-2,-9,-6,-7,0.0,0,-1
O=C(O)c1cccc(-n2c(O)c(C=C3N=c4ccccc4=N3)sc2=S)c1,·,10,-6,3,-10,0.2,-50,20
COC(=O)c1ccc(C2/C(=C(/O)c3ccc(Cl)cc3)C(=O)C(=O)N2C2CCS(=O)(=O)C2)cc1 (configuration not stated),1.9,-10,5,·,·,0.0,-23,·
NN1C(=O)/C(=C2/Sc3ccccc3N2CCCS(=O)(=O)O)SC1=S,·,5,3,-7,1,0.0,-104,9

Single values from the results shown:
In RAD54 inh, N/C(=N\OC(=O)c1ccc2ccccc2c1)c1ccccn1 is listed with 2
In RAD54 inh, COc1ccc(/C=C2/SC(=O)N(CCCCCC(=O)Nc3ccccc3C(=O)O)C2=S)cc1 is listed with 0

In a second layout: entries from further up.
CC(C)c1cn(CC[C@@H]2CC[C@@H](NS(=O)(=O)c3ccccc3)[C@@H](CO)O2)nn1
  E-sel inducer: -0.1; S100A4 MyoIIA: -9; FN deposit inh: ·; esBAF inh: 0; RAD54 inh: 8; Xi reactivation: -0.1; RAD52 anneal inh: -4; EWS-Fli block: 0
CCN(CC(=O)Nc1ccc2c(c1)OCCO2)C(=O)C1CC(=O)N(c2ccc(OC)cc2OC)C1 (configuration not stated)
  E-sel inducer: -0.9; S100A4 MyoIIA: 35; FN deposit inh: 1; esBAF inh: 1; RAD54 inh: -5; Xi reactivation: -0.1; RAD52 anneal inh: 7; EWS-Fli block: -3
O=C(NCc1ccc2c(c1)OCO2)C1CCN(c2nccc(C(F)(F)F)n2)CC1
  E-sel inducer: 3.1; S100A4 MyoIIA: 1; FN deposit inh: 5; esBAF inh: -12; RAD54 inh: -13; Xi reactivation: 0.3; RAD52 anneal inh: -4; EWS-Fli block: -3

Next records:
compound,E-sel inducer,S100A4 MyoIIA,FN deposit inh,esBAF inh,RAD54 inh,Xi reactivation,RAD52 anneal inh,EWS-Fli block
CNc1ccccc1NC(=O)CCn1c(=S)oc2ccccc21,-0.1,-1,-3,0,7,0.5,-18,7
CN(Cc1ccco1)C(=O)CCc1nc2sc3c(c2c(=O)[nH]1)CCCC3,0.1,-4,·,-5,-8,0.1,-33,18
CCOC(=O)N1CCN(C(=O)CCNS(=O)(=O)c2ccc(C)c(C)c2)CC1,-0.7,-4,-10,-3,-5,0.2,-4,-4
COc1cc(COCC(O)CN2CCN(Cc3ccc4c(c3)OCO4)CC2)cc(OC)c1OC (configuration not stated),·,5,7,·,·,0.1,-14,4
Cc1c2ccccc2cc(Cc2ccccc2)[n+]1C,9.2,3,-10,3,4,0.1,-12,26
CN1[C@@H]2c3ccc(C4=CCCC4)c(=O)n3C[C@H]1[C@H](CO)[C@H]2C(=O)N1CCOCC1,-0.3,-1,·,2,-11,0.4,-21,-3
Cc1ccccc1-c1ccc2c(c1)O[C@@H](CN(C)C(=O)c1ccccn1)[C@H](C)CN([C@@H](C)CO)S2(=O)=O,-2.3,-1,1,5,-7,0.0,3,1
C[C@H]1CN([C@@H](C)CO)C(=O)c2cccc(NS(=O)(=O)c3cn(C)cn3)c2O[C@@H]1CN(C)C(=O)Nc1ccc(F)cc1,47*,4,7,0,4,-0.8,3,21
CCc1ccc(C(=O)C(C)OC(=O)CN2C(=O)NC3(CCCC3)C2=O)cc1 (configuration not stated),0.1,-5,-4,3,3,0.0,-4,13
COc1ccccc1NC(=S)NC12CN3CN(CN(C3)C1)C2,·,-3,10,-2,·,0.0,79*,10
COCC(=O)Nc1ccc2c(c1)C(=O)N(C)[C@H]1CC[C@@H](CC(=O)NCc3cccc(F)c3)O[C@@H]1CO2,-0.1,·,-14,-4,-1,0.2,·,1
COc1ccc(-c2c(Sc3ccccc3)c3cc(-c4ccc5c(c4)OCO5)ccc3n2C)cc1,-0.1,-1,3,·,·,0.1,-98,3
COC(=O)N(C)C[C@H]1OCc2ccccc2-c2c(n(C)c3ccccc23)C(=O)N([C@@H](C)CO)C[C@@H]1C,0.2,13,-6,-2,5,0.1,3,-3
CCOC(=O)C1CCCN(c2nc3c(C)cccn3c(=O)c2/C=C(\C#N)C(=O)NCc2ccco2)C1 (configuration not stated),·,-1,0,·,·,-0.1,-67,-1
O=C(Nc1cccc(-n2cnnn2)c1)c1ccncc1,·,0,19,-9,-2,0.0,-9,·
CO[C@H]1CN(C)C(=O)c2ccc(NC(=O)Nc3ccccc3F)cc2OC[C@@H](C)NC[C@@H]1C,-0.1,-2,-1,0,-5,-0.4,-1,-5
C/C=C/c1ccc([C@H]2[C@@H](CO)N(C(=O)CC)C23CN(S(=O)(=O)CC)C3)cc1,-0.1,-30,·,·,·,0.0,-19,4
CC(=O)OC[C@]12CC[C@H]3[C@@](C)(CC[C@H]4C(C)(C)CCC[C@]34C)[C@@H]1CC(C1=CC(=O)OC1O)O2 (some centres not stated),·,-8,·,-86,4,·,-14,56*
C[C@@H]1CCCCO[C@H](CN(C)C(=O)CCCN(C)C)[C@@H](C)CN([C@H](C)CO)C(=O)c2cc(NC(=O)c3ccncc3)ccc2O1,0.2,·,-8,2,5,0.4,·,-6
COC(=O)C[C@H]1c2cc(F)cc(F)c2S(=O)(=O)N1C1CCN(Cc2ccccc2)CC1,0.8,3,-4,-14,1,0.0,-10,-19
CCC(CC)C(=O)Nc1cc(C(=O)OC)ccc1C(=O)OC,-2.2,1,0,·,·,0.0,-3,10
CCN1C(=O)[C@H]2[C@@H](c3ccc(-c4ccc(Cl)c(Cl)c4)cc3)N[C@@](C)(C(=O)OC)[C@H]2C1=O,0.0,0,5,0,-12,0.6,0,-3
COCCn1c(-c2ccc(Cl)cc2)nc2oc3cc(OC)ccc3c(=O)c2c1=O,·,-6,4,·,-1,0.0,-21,1
COc1ccc(C2c3ccc(O)cc3Oc3ncn(CCN4CCOCC4)c(=N)c32)cc1OC (configuration not stated),2.3,-10,-6,0,-23,0.2,-1,2
CCS(=O)(=O)N1[C@H](C#N)[C@H](c2ccc(C#Cc3ccccc3F)cc2)[C@@H]1CO,0.9,-11,12,20,0,0.2,15,-29
Cc1cccc(C(=O)NCC(=O)OCc2nnc(-c3ccccc3)o2)c1,0.2,2,2,-1,·,0.1,-22,-29
Cc1ccc(N2CC(O)Cn3c2nc2c3c(=O)[nH]c(=O)n2C)cc1 (configuration not stated),0.1,-4,-5,-6,6,0.2,12,-9
CO[C@H]1CN(C)C(=O)c2cc(NC(C)=O)ccc2OC[C@H](C)N(Cc2cncnc2)C[C@@H]1C,-0.1,-25,-3,-2,-1,-0.1,-6,-4
CC1(Cc2cccc(C(N)=O)c2)C(=O)Nc2c(Cl)cccc21 (configuration not stated),-0.1,40,6,5,-10,-0.1,-8,2
O=C(NCc1ccc2c(c1)OCO2)c1ccc(Br)cc1,-0.2,0,-6,2,-2,0.1,5,-16
